SRC2 inh: inhibits human steroid receptor coactivator 2 | Q15596 | HEK293 GAL4-SRC2 luciferase reporter, luminescence | inhibition, % at 9 µM | 370,000 compounds, 0.17% hits | AID 651957;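 active = inhibition above the mean inhibition of all tested compounds plus 3 SD, set per campaign, cut at about 52% in these data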;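 note: 0% = DMSO treated cells and 100% = cells given Gossypol at 36 µM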
LMP1 NFkB inh: Epstein-Barr LMP1 NF-kappaB reporter inhibition; LMP1-induced NF-kappaB luciferase reporter cells, luminescence; inhibition, % at 12.5 µM; 350,000 compounds, 0.69% hits; AID 504558; in the data active = inhibition above about 41%;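 note: 0% = neutral control wells and 100% = reference inhibitor control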
NCOA1 inh: human NCOA1 inhibition. Q15788. HEK293 GAL4-SRC1 luciferase reporter, luminescence. inhibition, % at 3.6 µM. 360,000 compounds, 0.12% hits. AID 588354;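 active = inhibition above the campaign mean plus 3 SD, with each screening campaign given its own cutoff, cut at about 60% in these data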;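 note: 0% = DMSO treated cells and 100% = gossypol at 36 µM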
COUP-TFII inh: blocks human COUP-TFII nuclear receptor; P24468; HEK293T NGFI-A luciferase reporter, luminescence; inhibition, % at 8.6 µM; 370,000 compounds, 0.7% hits;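 active = inhibition above a per-plate cutoff, mean inhibition of test wells between control levels plus 3 SD, cut at about 38% in these data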;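 note: cells cotransfected with COUP-TFII expression vector driving the NGFI-A reporter; 0% = median of COUP-TF2 test wells and 100% = reporter-only cells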
TROY NFkB inh: inhibitors of TROY-dependent NF-kB signaling; Q293 LMP1-TROYcd NF-kB luciferase reporter, 4 h; inhibition, % at 10 µM; 360,000 compounds, 0.98% hits; AID 1347056;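 active = compounds whose plate-normalised and pattern-corrected inhibition of the luciferase reporter signal at the single screening dose is 50% or more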
SRC3 inh: human NCOA3 inhibition | 360,000 compounds, 0.17% hits | HEK293 GAL4-SRC3 luciferase reporter, luminescence | inhibition, % at 3.6 µM | Q9Y6Q9;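 active = inhibition above a per-campaign cutoff, the mean of all compounds plus 3 SD, cut at about 60% in these data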;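 note: 0% = DMSO-treated cells and 100% = gossypol-treated cells at 36 µM; higher means less SRC3-driven luciferase light from the GAL4 reporter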
Target sequence (Q9Y6Q9 whole entry, looked up, the tested form may be a part): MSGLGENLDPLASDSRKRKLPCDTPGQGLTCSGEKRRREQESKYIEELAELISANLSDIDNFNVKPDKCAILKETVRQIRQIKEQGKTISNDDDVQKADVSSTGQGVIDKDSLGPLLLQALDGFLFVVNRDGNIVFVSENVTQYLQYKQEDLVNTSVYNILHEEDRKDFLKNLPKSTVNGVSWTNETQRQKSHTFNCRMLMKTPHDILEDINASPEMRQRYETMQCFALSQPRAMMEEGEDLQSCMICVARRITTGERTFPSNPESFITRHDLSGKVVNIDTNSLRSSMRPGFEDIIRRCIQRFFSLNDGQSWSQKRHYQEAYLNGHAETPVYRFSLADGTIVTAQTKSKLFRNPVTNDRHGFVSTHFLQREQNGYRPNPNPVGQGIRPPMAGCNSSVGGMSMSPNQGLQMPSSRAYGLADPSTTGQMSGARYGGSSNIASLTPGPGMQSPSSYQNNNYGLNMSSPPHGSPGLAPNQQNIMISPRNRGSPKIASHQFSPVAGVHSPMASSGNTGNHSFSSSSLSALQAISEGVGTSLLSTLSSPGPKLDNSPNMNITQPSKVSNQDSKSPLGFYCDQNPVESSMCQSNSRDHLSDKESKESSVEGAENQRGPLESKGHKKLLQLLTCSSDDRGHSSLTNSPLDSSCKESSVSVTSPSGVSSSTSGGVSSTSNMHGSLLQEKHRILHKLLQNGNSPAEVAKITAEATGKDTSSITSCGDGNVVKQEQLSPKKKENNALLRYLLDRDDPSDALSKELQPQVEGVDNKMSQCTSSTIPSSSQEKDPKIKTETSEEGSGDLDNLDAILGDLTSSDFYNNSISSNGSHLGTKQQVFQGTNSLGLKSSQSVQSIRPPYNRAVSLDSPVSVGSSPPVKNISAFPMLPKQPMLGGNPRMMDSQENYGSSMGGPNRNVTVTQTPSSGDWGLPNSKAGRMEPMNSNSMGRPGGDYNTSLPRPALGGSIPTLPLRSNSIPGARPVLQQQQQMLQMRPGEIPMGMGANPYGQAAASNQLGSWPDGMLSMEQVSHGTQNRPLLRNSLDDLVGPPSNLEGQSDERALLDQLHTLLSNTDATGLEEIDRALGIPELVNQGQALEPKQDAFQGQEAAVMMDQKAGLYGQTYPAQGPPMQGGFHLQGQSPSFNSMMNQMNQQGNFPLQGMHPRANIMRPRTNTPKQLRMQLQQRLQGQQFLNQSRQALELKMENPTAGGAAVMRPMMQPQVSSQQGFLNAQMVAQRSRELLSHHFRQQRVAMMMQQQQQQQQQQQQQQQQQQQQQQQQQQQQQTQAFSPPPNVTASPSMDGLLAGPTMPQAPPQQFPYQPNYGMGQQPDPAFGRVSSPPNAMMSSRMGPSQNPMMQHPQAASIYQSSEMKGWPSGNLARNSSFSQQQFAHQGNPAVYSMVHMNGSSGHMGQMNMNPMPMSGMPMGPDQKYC
CF NFkB block: blocks PAF-induced NF-kB reporter in cystic fibrosis cells; KKLEB NF-kB-GFP reporter, GFP fluorescence overnight; inhibition, % at 5 µM; 360,000 compounds, 0.86% hits;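 active = at least 50% inhibition at 5 µM, scaled per plate between neutral and stimulator controls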;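 note: PAF is a Pseudomonas aeruginosa culture filtrate used as stimulus; plate controls were PAF-stimulated DMSO wells for no effect and unstimulated DMSO wells for full effect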
LRH-1 inv ag: inverse agonists of human LRH-1 (NR5A2). O00482. HEK293T StAR-luciferase reporter, LRH-1 transfected, 24 h. inhibition, % at 3.6 µM. 360,000 compounds, 0.13% hits. AID 602396;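 active = inhibition above the mean inhibition of all tested compounds plus 3 SD, cut at about 73% in these data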;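 note: 0% = DMSO wells and 100% = reporter-only cells lacking LRH-1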
TWEAK-Fn14 inh: TWEAK-Fn14 signaling inhibition; 360,000 compounds, 2% hits; inhibition, % at 10 µM; TWEAK-stimulated Fn14 reporter cells, luciferase luminescence, 8 h; AID 1159606; in the data active = inhibition above about 50%
KKLEB cytotox: counter-screen for CF NF-kB inhibitors: cytotoxicity; 360,000 compounds, 0.36% hits; activity change (cytotoxicity), % at 5 µM; KKLEB CF airway cells viability, ATPlite luminescence, overnight; hits give low values; cells stimulated with P. aeruginosa culture filtrate;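 active = corrected activity change at or below -50% at 5 µM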
C8 TRAIL sens: caspase-8 TRAIL sensitization; AID 624354; 360,000 compounds, 1% hits; NB7+C8 cells + TRAIL, ATPlite viability luminescence; inhibition (viability loss, TRAIL sensitization), % at 10 µM;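 active = compounds causing at least 50% loss of cell viability in the single-dose screen, relative to plate controls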
Numbers without * were called inactive; . = no result given.

1. COc1ccc(NS(=O)(=O)c2cccc(C(=O)NCC(c3ccc(OC)cc3)N3CCCC3)c2)cc1 (configuration not stated)
2. COc1ccc(NC(=O)Cc2nnc(SCC(=O)NC3CCCCC3C)n2C)cc1 (configuration not stated)
3. CN(C(=O)c1cccc(NC(=O)Cc2ccc(NC(=O)C3CCCN(C(=O)CCc4ccccc4)C3)cc2)c1)C1CCCC1 (configuration not stated)
4. COc1ccc(NS(=O)(=O)c2ccc(NC(C)=O)cc2)c(OC)c1
5. O=C1NC(c2ccccc2)=NC1(NS(=O)(=O)c1ccc(Cl)cc1)C(F)(F)F (configuration not stated)
6. N#CCCCn1c(-c2ccccc2)noc1=O
7. CN(CC(=O)Nc1ccccc1Cl)C(=O)Cn1nnc(-c2ccc(F)cc2)n1
8. Cc1cc(C)cc(N(CC(=O)NC(C)C)C(=O)CCC(=O)Nc2ccccn2)c1

assay / compound	1	2	3	4	5	6	7	8
SRC2 inh	-11	6	-4	-6	15	-3	-1	-5
LMP1 NFkB inh	-6	1	21	-5	-2	0	-1	8
NCOA1 inh	2	8	38	21	11	-7	11	8
COUP-TFII inh	5	21	58*	-14	4	5	11	10
TROY NFkB inh	-5	-18	47	-10	-14	-9	4	20
SRC3 inh	16	-22	16	-3	-7	1	-4	7
CF NFkB block	-9	12	14	0	-13	-9	24	17
LRH-1 inv ag	-2	7	29	-6	3	9	-6	-1
TWEAK-Fn14 inh	6	-7	53*	3	9	0	-2	0
KKLEB cytotox	8	-9	7	-4	7	5	-13	2
C8 TRAIL sens	-18	1	11	-3	1	-10	6	3

9. CCCC(=O)n1nc(-c2ccc(C)cc2)nc1NCc1ccco1
10. Cc1ccc(C(=O)N/C(N)=N/c2nc3ccccc3o2)cc1
11. O=C1NN=C(c2ccc(Cl)cc2)CC1c1cccc(Br)c1 (configuration not stated)
12. CCOC(=O)N1CCN(S(=O)(=O)c2cc3c(cc2C)NC(=O)CO3)CC1
13. COc1cccc(C2c3[nH]c4ccccc4c3C[C@H]3C(=O)N(c4ccccc4C(=O)N4CCC(C(=O)O)CC4)C(=O)N23)c1 (some centres not stated)
14. COc1ccc(CCN(C)C(=O)c2c(C)nn(-c3ccccc3)c2C)cc1OC
15. COC(=O)C1=C(C)N(Cc2ccccc2)C(=NCc2cc(OC)c(OC)c(OC)c2)N[C@H]1CCc1ccccc1
16. COc1ccc(NC(=O)CSCc2ccc(C)cc2)cc1

assay / compound	9	10	11	12	13	14	15	16
SRC2 inh	-27	1	3	-32	-20	-24	-11	9
LMP1 NFkB inh	1	-26	-1	-10	-5	9	9	6
NCOA1 inh	-65	-25	-11	-4	-23	-17	3	-5
COUP-TFII inh	-51	4	11	15	-3	-7	6	11
TROY NFkB inh	-39	0	22	7	6	-9	5	-10
SRC3 inh	-48	-3	7	5	2	18	4	10
CF NFkB block	-5	-20	19	3	29	20	-18	26
LRH-1 inv ag	-86	-20	-7	13	17	15	13	-22
TWEAK-Fn14 inh	-9	-43	14	-21	-9	-8	-12	-18
KKLEB cytotox	18	1	0	-3	-12	-5	14	-11
C8 TRAIL sens	2	4	0	-3	-8	3	-1	-2

The list goes on; the last two above are carried over.
15. COC(=O)C1=C(C)N(Cc2ccccc2)C(=NCc2cc(OC)c(OC)c(OC)c2)N[C@H]1CCc1ccccc1
16. COc1ccc(NC(=O)CSCc2ccc(C)cc2)cc1
17. O=C(N/N=C/C=C/c1ccc([N+](=O)[O-])cc1)c1cccs1
18. COc1cccc(C(=O)Nc2ccc3nc4n(c(=O)c3c2)CCCC4)c1
19. CCOC(=O)Cc1[nH]nc2c1C(c1ccsc1)C(C#N)=C(N)O2 (configuration not stated)
20. Cc1cc(OCC(=O)Nc2cccnc2)c2c(C)cc(=O)oc2c1
21. C/C(=N\NC(=O)NC1CCCCC1)c1ccco1
22. CC(SC(C)C(=O)NN=Cc1cccc(F)c1)C(=O)NN=Cc1cccc(F)c1 (configuration not stated)
23. Cc1ccc2c(c1)nnc1nnc(SCC(=O)O)n12
24. Cc1occc1C(=O)Nc1cccc(/C=C/C(=O)O)c1

assay / compound	15	16	17	18	19	20	21	22	23	24
SRC2 inh	-11	9	-56	-60	4	-10	-24	-18	-17	-3
LMP1 NFkB inh	9	6	-16	5	0	0	-7	10	.	4
NCOA1 inh	3	-5	-43	-18	23	-11	-6	3	3	-8
COUP-TFII inh	6	11	-42	-3	13	10	-7	14	1	-5
TROY NFkB inh	5	-10	-58	-13	-7	-6	8	5	-16	-5
SRC3 inh	4	10	-30	-21	21	-7	-12	-7	2	17
CF NFkB block	-18	26	-18	8	-5	-39	9	14	-3	1
LRH-1 inv ag	13	-22	-14	-32	-5	31	-7	2	10	0
TWEAK-Fn14 inh	-12	-18	-29	-39	17	8	-4	-1	4	8
KKLEB cytotox	14	-11	-11	-3	9	5	4	1	3	-5
C8 TRAIL sens	-1	-2	15	4	-2	-2	6	0	0	3

Nos. 20 through 23 of the list above:
20. Cc1cc(OCC(=O)Nc2cccnc2)c2c(C)cc(=O)oc2c1
21. C/C(=N\NC(=O)NC1CCCCC1)c1ccco1
22. CC(SC(C)C(=O)NN=Cc1cccc(F)c1)C(=O)NN=Cc1cccc(F)c1 (configuration not stated)
23. Cc1ccc2c(c1)nnc1nnc(SCC(=O)O)n12

assay / compound	20	21	22	23
SRC2 inh	-10	-24	-18	-17
LMP1 NFkB inh	0	-7	10	.
NCOA1 inh	-11	-6	3	3
COUP-TFII inh	10	-7	14	1
TROY NFkB inh	-6	8	5	-16
SRC3 inh	-7	-12	-7	2
CF NFkB block	-39	9	14	-3
LRH-1 inv ag	31	-7	2	10
TWEAK-Fn14 inh	8	-4	-1	4
KKLEB cytotox	5	4	1	3
C8 TRAIL sens	-2	6	0	0

Next structures follow.
25. CC(C)(C)C(=O)NC(=S)Nc1ccc(S(=O)(=O)Nc2nccs2)cc1
26. COc1ccc(C(=O)Nc2ccc(Cl)c(S(=O)(=O)N3CCOCC3)c2)cc1
27. Cn1c(=O)c2nc(NCc3ccccc3)cnc2n(C)c1=O
28. O=C1C=C(O)c2cccc(O)c2C1=O
29. Cc1sc(NC(=O)C2CCCCC2)c(C#N)c1-c1ccccc1
30. O=C1CN(C(=O)NCCC(=O)NC2CCCCC2)c2ccccc2N1
31. Nc1nc(Cl)nc2c1ncn2C1OCC(O)C(O)C1O (configuration not stated)
32. Cc1cc([N+](=O)[O-])nn1Cc1ccc(C(=O)N/N=C/c2ccccc2)cc1

assay / compound	25	26	27	28	29	30	31	32
SRC2 inh	15	20	6	-3	-84	-22	-11	5
LMP1 NFkB inh	6	18	-1	12	-94	7	7	-1
NCOA1 inh	-14	31	-5	-40	-90	-2	-9	6
COUP-TFII inh	-9	59*	4	-2	-26	2	-6	-6
TROY NFkB inh	6	40	-19	-1	-38	-1	-6	-25
SRC3 inh	10	20	13	24	-99	3	-25	11
CF NFkB block	12	15	-8	-18	-6	-4	5	-26
LRH-1 inv ag	-7	21	11	5	-80	1	-5	16
TWEAK-Fn14 inh	-7	38	-27	1	-51	0	-13	-6
KKLEB cytotox	-4	13	6	-5	8	-3	-3	4
C8 TRAIL sens	4	30	0	-6	6	17	2	11

33. Cc1cc(C)n(C(=O)CNC(=O)/C=C/c2ccccc2)n1
34. COc1cccc(CNC(=O)C2CCCN(S(=O)(=O)c3c(C)n[nH]c3C)C2)c1 (configuration not stated)
35. CCOc1ccc(C(=O)NCC(=O)N2CCN(C/C=C/c3ccccc3)CC2)cc1OCC
36. O=C(c1ccccc1)C(C(=O)N1CCc2ccccc2C1)n1ccccc1=O (configuration not stated)
37. CCOc1nc(-c2ccc(C)cc2)ccc1-c1noc(COC)n1
38. CCOC(=O)Cc1cc(-c2ccccc2)nc2ccc3ccccc3c12
39. CCN(CC)c1ccc(S(=O)(=O)N2CCOCC2)cc1NC(=O)CSc1nncn1C
40. CCOC(=O)c1sc2nc(N3CCOCC3)c3c(c2c1N)CCC3

assay / compound	33	34	35	36	37	38	39	40
SRC2 inh	0	-6	-4	-10	-9	-7	9	-3
LMP1 NFkB inh	-9	-1	4	-20	-2	2	-5	3
NCOA1 inh	14	9	-31	6	-6	-19	8	0
COUP-TFII inh	4	-26	-1	4	-6	-16	-6	-8
TROY NFkB inh	14	-2	1	8	-9	-8	3	-2
SRC3 inh	1	12	17	8	16	-15	-11	3
CF NFkB block	14	4	16	-10	1	-5	1	-9
LRH-1 inv ag	-21	10	4	30	-12	6	1	-7
TWEAK-Fn14 inh	-1	6	4	10	-8	28	2	15
KKLEB cytotox	-4	-5	-6	2	0	2	4	8
C8 TRAIL sens	-9	15	8	-11	-1	5	20	-19

41. O=C(CCCn1c(=S)[nH]c2ccsc2c1=O)Nc1ccc2c(c1)OCCO2
42. CCOC(=O)c1c(NC(=O)C2C3C=CC(C3)C2C(=O)O)sc2c1CC(C)CC2 (configuration not stated)
43. Cc1nc2ccccc2nc1CN1CCC(CO)(CC2CCCCO2)CC1 (configuration not stated)
44. CSCCC(NC(=O)c1cccc([N+](=O)[O-])c1)C(=O)O (configuration not stated)
45. O=C(Cc1ccccc1)Nc1ccc(NC(=O)c2cccc(Cl)c2)cc1
46. COc1ccccc1[C@@H]1C(c2cccc(Cl)c2)=NN(c2ccccc2)[C@H]1C(=O)N1CCOC1=O
47. COC(=O)c1c(NC(=O)CN2CCC3(O)CCCCC3C2c2cc(OC)ccc2OC)sc(C)c1C (configuration not stated)
48. O=C(NCCCNC(=O)c1c(Cl)cccc1Cl)c1c(Cl)cccc1Cl
49. CCN(CC)C(=O)CSc1nc2c(sc(=S)n2CC)c(=O)n1-c1ccccc1
50. O=C(Nc1ccc(CN2CCOCC2)cc1)c1cc(Br)ccc1Cl
51. O=C(NCc1ccccc1)C(=O)NCC1OCCN1S(=O)(=O)c1cccs1 (configuration not stated)

assay / compound	41	42	43	44	45	46	47	48	49	50	51
SRC2 inh	20	-12	5	-10	-15	.	-6	5	-20	6	11
LMP1 NFkB inh	25	3	-7	0	-23	0	4	4	8	4	6
NCOA1 inh	25	21	-11	-5	-7	-14	-3	1	7	-5	-7
COUP-TFII inh	5	10	5	5	-1	.	16	1	4	1	3
TROY NFkB inh	82*	14	5	12	0	-3	8	17	-32	-12	5
SRC3 inh	24	29	1	9	-7	2	10	7	-4	4	8
CF NFkB block	0	-6	1	8	-2	14	0	-9	-7	11	4
LRH-1 inv ag	2	37	3	-3	14	-1	19	-4	16	2	1
TWEAK-Fn14 inh	89*	33	-14	-9	-12	24	37	4	1	-6	0
KKLEB cytotox	-8	0	6	5	-1	-3	-8	7	7	-1	8
C8 TRAIL sens	1	-4	-9	-2	-8	13	20	-15	5	2	-2
